CDK5 inh: inhibitors of human CDK5/p35 kinase. Q00535+Q15078. Recombinant CDK5/p35, ADP-Glo luminescence, 60 min. inhibition, % at 10 µM. hit rate 0.01% among 330,000. AID 488839;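 active = highest replicate inhibition of at least 50% and at least 75% of replicates reaching 50%; inconclusive = only one of the two criteria met; inactive = both criteria failed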;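 note: plate controls were DMSO neutral control for no effect and GW8510 at 10 µM for full effect; many of its hits are not listed in these tables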
Tat transport: E. coli Tat transport inhibition | E. coli MC4100 TorA-mCherry Tat export, fluorescence | inhibition, % at 10 µM | hit rate 0.036% among 340,000 | AID 488895;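 active = mean replicate inhibition at least 50% and at least half of replicates individually reaching 50%; inconclusive = only one of the two criteria met; inactive = neither criterion met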;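 note: exported cargo escapes ClpAP degradation while cytoplasmic cargo is degraded and loses fluorescence; 0% = median of neutral control wells and 100% = median of NaSCN control wells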
AddAB inh: less growth of phage-infected E. coli with AddAB | hit rate 0.29% among 330,000 | inhibition, % at 11.9 µM | E. coli expressing H. pylori AddAB, absorbance growth | AID 435030; in the data active = inhibition above about 12%;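 note: 0% = vehicle wells of infected cells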
phage Ecoli inh: E. coli growth loss with phage present | inhibition, % at 11.9 µM | hit rate 0.26% among 360,000 | growth absorbance; in the data active = inhibition above about 11%
E coli growth: bacterial growth inhibition, counter-screen for AddAB inhibitors | hit rate 0.27% among 330,000 | AID 449728 | inhibition, % at 11.9 µM | E. coli V3065 growth, OD600 absorbance, 18 h;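 active = inhibition above the campaign's mean inhibition across all tested compounds plus 3 SD, cut at about 9.9% in these data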;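 note: uninfected addAB+ strain grown without phage in ampicillin broth; 0% = DMSO wells and 100% = ciprofloxacin 0.95 µg/ml wells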
DAGLB inh: blocks human DAGLB lipase activity. Q8NCG7. HEK293T DAGLB membrane lysate, EnzChek fluorogenic substrate. inhibition, % at 5.17 µM. hit rate 0.059% among 340,000; in the data active = inhibition above about 34%;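 note: 0% = enzyme with vehicle and 100% = wells lacking enzyme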
Target sequence (Q8NCG7 whole entry, looked up): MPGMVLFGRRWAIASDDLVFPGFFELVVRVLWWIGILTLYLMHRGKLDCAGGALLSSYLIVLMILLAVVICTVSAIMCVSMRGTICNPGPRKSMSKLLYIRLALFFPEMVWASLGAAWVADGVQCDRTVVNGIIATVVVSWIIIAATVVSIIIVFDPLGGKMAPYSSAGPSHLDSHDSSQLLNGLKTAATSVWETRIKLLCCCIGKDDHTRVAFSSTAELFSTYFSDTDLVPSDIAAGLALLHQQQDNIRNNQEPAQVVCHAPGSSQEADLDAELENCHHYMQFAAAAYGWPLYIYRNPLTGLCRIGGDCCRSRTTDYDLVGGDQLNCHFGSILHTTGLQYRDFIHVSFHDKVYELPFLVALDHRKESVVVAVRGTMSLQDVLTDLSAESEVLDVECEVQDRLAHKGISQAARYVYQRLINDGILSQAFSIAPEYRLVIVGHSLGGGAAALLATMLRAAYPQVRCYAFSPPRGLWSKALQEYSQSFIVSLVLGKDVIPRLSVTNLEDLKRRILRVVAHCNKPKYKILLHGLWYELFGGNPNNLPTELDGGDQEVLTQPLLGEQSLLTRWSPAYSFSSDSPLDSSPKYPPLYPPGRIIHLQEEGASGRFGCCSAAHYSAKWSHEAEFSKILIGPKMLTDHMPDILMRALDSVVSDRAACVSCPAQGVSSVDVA
Mot1-301 SUMO: blocks SUMOylation pathway, rescuing yeast Mot1-301 growth; S. cerevisiae Mot1-301 growth rescue, ATP luminescence, 38.5C; percent above DMSO median, 100 means doubled; growth rescue, % at 18.8 µM; hit rate 1% among 320,000;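 active = every valid replicate shows activation above 250% relative to neutral control wells; inactive = the rest, any valid replicate at or below 250%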;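 note: OY570 slx delta 5 strain wells were the positive control but not used for scaling; some compounds called inactive have numbers as strong as hits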
HTR5A inv ctr: HTR5A inverse agonism, opioid heterodimer counter-screen; P47898; HTR5A cell line, luminescence; inhibition, % at 9.3 µM; hit rate 0.083% among 340,000; AID 504634; in the data active = inhibition mostly above about 23%, no sharp cut-off; inactive = mostly below about 18%;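 note: 0% = cells with DMSO and 100% = no-cell wells with DMSO; some compounds called inactive have numbers as strong as hits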
PKA-R2B act: PKA-R2B complex activation. activation, % at 11.4 µM. PKA-R2B holoenzyme dissociation, Cy5-IP20 fluorescence polarization; R2B truncated from residue 108, S112A mutant; 0% DMSO only, 100% 113 µM cGMP. hit rate 0.079% among 340,000. P22694+P31323. AID 504700;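 active = activation above a cutoff set at the mean over all compounds plus 3 SD, cut at about 18% in these data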;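 note: higher means more holoenzyme dissociation and a rise in polarization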
Target sequence (P31323 whole entry, looked up, other chains not shown, the tested form may be a part): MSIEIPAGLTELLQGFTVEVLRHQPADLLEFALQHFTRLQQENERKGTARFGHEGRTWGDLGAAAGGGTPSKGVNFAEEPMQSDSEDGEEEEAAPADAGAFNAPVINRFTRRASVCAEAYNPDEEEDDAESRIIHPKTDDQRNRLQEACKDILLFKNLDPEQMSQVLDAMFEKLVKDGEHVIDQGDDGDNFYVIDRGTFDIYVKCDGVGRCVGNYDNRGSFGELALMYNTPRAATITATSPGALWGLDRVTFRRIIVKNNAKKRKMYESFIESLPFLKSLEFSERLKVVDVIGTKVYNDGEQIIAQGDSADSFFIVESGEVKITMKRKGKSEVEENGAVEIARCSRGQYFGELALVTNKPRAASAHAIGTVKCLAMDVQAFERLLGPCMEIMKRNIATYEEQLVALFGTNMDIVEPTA
PKA-R1A act: activators of PKA-R1A complex | AID 504707 | activation, % at 11.4 µM | P00514+P68181 | hit rate 0.083% among 340,000 | PKA-R1A dissociation, Cy5-IP20 fluorescence polarization; scaled: DMSO 0%, 113 µM cGMP 100%;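 active = percent activation above the mean of all tested compounds plus 3 SD, cut at about 19% in these data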;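 note: higher means more PKAc released from R1A so a rise in polarization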
HTR5A ag: HTR5A agonism, opioid heterodimer counter-screen; P47898; HTR5A agonist assay, luminescence, cell-based; activation, % at 9.3 µM; hit rate 0.61% among 340,000; AID 504692; in the data active = activation mostly above about 9.5%, no sharp cut-off; inactive = mostly below about 7.6%;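 note: 0% = cells with vehicle only and 100% = reference agonist; strong numbers were not always called active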
An asterisk follows results filed as active; ? = inconclusive; . = no result given.

The opening 2 compounds (preview)
smiles	CDK5 inh	Tat transport	AddAB inh	phage Ecoli inh	E coli growth	DAGLB inh	Mot1-301 SUMO	HTR5A inv ctr	PKA-R2B act	PKA-R1A act	HTR5A ag
COc1cc(NC(=O)CCCN2C(=O)NC(C)(C)C2=O)cc(OC)c1	0.8	2	-2.5	2.5	-1.2	1	-3	-22	8	-7	8
Cc1ccc(C(NC(=O)N2CCCCC2)=C(Cl)Cl)cc1F	-3.2	-8	3.7	2.9	5.9	1	-20	12	-7	-1	-1

Main list, from the start:
smiles	CDK5 inh	Tat transport	AddAB inh	phage Ecoli inh	E coli growth	DAGLB inh	Mot1-301 SUMO	HTR5A inv ctr	PKA-R2B act	PKA-R1A act	HTR5A ag
COc1cc(NC(=O)CCCN2C(=O)NC(C)(C)C2=O)cc(OC)c1	0.8	2	-2.5	2.5	-1.2	1	-3	-22	8	-7	8
Cc1ccc(C(NC(=O)N2CCCCC2)=C(Cl)Cl)cc1F	-3.2	-8	3.7	2.9	5.9	1	-20	12	-7	-1	-1
O=C(C[C@H]1C/C=C\CC[C@H](Cc2ccc(F)cc2)C(=O)OC[C@@H](Cc2c[nH]c3ccccc23)NC1=O)NCCO	1.4	-39	-1.1	1.4	-3.4	7	-3	-24	-2	3	2
COc1ccccc1/C=C/C=C1\Oc2c(ccc(O)c2CN2CCN(CCO)CC2)C1=O	1.3	?	3.5	3.5	0.6	-23	12	23	-7	-13	4
Nc1c(C(=O)Nc2ccc3c(c2)OCCO3)nnn1Cc1ccccc1Cl	0.2	2	0.9	4.7	-3.5	-1	5	-29	-14	-14	12
Cc1cccc(C(=O)OCC(=O)N2CC(=O)Nc3ccccc32)c1C	1.7	8	2.2	1.8	-1.8	1	3	-19	-6	-1	5
O=C(C[n+]1ccccc1)Nc1ccccc1C(=O)O	-1.1	-2	-0.4	1.9	3.0	-2	6	4	-2	9	-1
CCCCn1c(N)c(N(CCOC)C(=O)c2ccc(S(=O)(=O)N3CCCCC3)cc2)c(=O)[nH]c1=O	-2.1	5	4.1	0.2	1.1	-1	-23	4	-1	-7	0
O=C(Nc1c2c(nn1-c1ccccc1)CS(=O)C2)c1ccc(Br)o1 (stereo not given)	-0.8	4	-1.4	-0.9	-2.0	1	1	2	-3	5	1
CCOc1ccc(C2c3cc(OC)c(OC)cc3CC(=O)N2c2ccc(OC)cc2)cc1 (stereo not given)	0.0	-2	5.4	1.1	1.6	1	48	6	4	-3	-2
CC(C)c1nc2cc3ccccc3cc2[nH]1	-0.1	-3	0.5	2.2	-0.7	2	1	12	-4	10	1
COc1ccc(C(=O)N2CCn3c2nc2ccccc23)cc1	0.7	-3	0.3	0.7	2.8	2	9	.	6	-9	.
O=C(Cn1ncc2c([nH]c3ccccc32)c1=O)NCC1CCN(Cc2ccccc2F)CC1	-3.4	-6	3.9	4.7	-0.3	1	0	6	-2	-5	-2
CCCCOc1ccc(C(=O)Nc2ccc(C)cc2[N+](=O)[O-])cc1	-0.4	-4	2.8	3.5	-0.4	-19	-14	3	-1	-14	-1
COc1ccc(C2(C)NC(=O)N(CC(=O)NC(C)c3ccc(CC(C)C)cc3)C2=O)cc1 (stereo not given)	-1.8	2	-1.1	0.9	2.4	0	-13	-15	1	2	4
Cc1nc(NC(=O)CCc2ccccc2)sc1C	1.7	-6	0.0	0.2	-1.3	-1	-13	-5	0	-5	1
O=[N+]([O-])c1ccc(NC(=S)N2CCN(c3ccccc3)CC2)cc1	0.9	-5	2.8	2.7	2.0	-2	-6	4	-9	11	-1
CCc1cccc(C)c1NC(=S)N(CCOC)C(C)c1ccco1 (stereo not given)	1.3	19	2.3	2.6	2.5	-5	218	5	0	-3	-2
O=C(CN(CCc1ccccc1)S(=O)(=O)c1ccc(Br)cc1)N/N=C/c1ccc2c(c1)OCO2	2.6	1	3.2	1.6	-2.9	0	12	-4	4	0	2
Cc1ccc(NC(=S)Nc2ccc3cn[nH]c3c2)cc1C	0.7	-7	1.6	0.9	2.1	2	8	-1	-15	-5	-1
C(=C\c1ccccn1)/c1ccccn1	0.6	-13	-0.5	-0.1	1.2	4	239	1	-7	-8	0
CCCOc1ccc(/C=C2/C(=O)ON=C2C)cc1Cl	0.2	-6	0.3	1.4	-0.7	3	215	1	0	-5	0
CCOCCCNC(=O)CCCC1=NS(=O)(=O)c2ccccc2N1	-0.6	-4	-0.5	6.4	0.9	0	.	1	4	-3	0
COc1ccc(N(C(=O)COc2ccccc2)C2C=CS(=O)(=O)C2)c(OC)c1 (stereo not given)	0.2	-8	-3.2	-0.5	-2.0	0	-10	5	-2	3	-3
CC(=O)Nc1ccc(C(=O)N/N=C/c2cc(Br)cc(Br)c2O)cc1	-0.1	-4	1.4	6.1	-2.5	2	11	-7	-6	7	3
N#CCCN(C1CCCCC1)S(=O)(=O)CCOc1ccccc1	-0.2	1	3.6	1.8	-1.4	-3	164	6	3	5	-2
COc1ccc(NC(=O)C2CCCN(S(=O)(=O)c3cccc4cccnc34)C2)cc1OC (stereo not given)	-1.2	-8	2.4	1.7	-1.0	-3	18	5	-3	-8	-2
CCOc1cc(CNCCc2ccc(S(N)(=O)=O)cc2)ccc1OCc1ccc(Cl)cc1	-0.1	8	2.8	4.6	-0.5	3	-17	-18	-9	-1	8
CC1CCCCN1CCCNC(=O)c1ccc(Br)cc1 (stereo not given)	0.4	-1	2.3	0.8	0.1	-3	-10	-15	7	8	-1
O=C(CN1CCN(c2ccc(F)cc2)CC1)NC(=O)NCc1ccco1	-0.4	0	0.4	-0.1	-0.2	1	2	-23	-6	6	1
CCCN(C(=O)c1cc2c(s1)CCC2)c1c(N)n(Cc2ccccc2)c(=O)[nH]c1=O	0.6	-7	1.1	0.8	-1.5	7	227	-4	-1	-7	3
O=C1CN(S(=O)(=O)c2ccc(Cl)cc2)CC(=O)N1CCc1ccccc1	-1.3	-2	-0.2	3.6	-0.7	0	-15	-24	-5	12	-2
CC(CC(=O)Nc1ccccc1)n1ccnc1 (stereo not given)	2.1	9	-4.5	2.3	-0.1	-2	.	16	-13	-14	-5
Cc1ccccc1Oc1ncnc(N)c1[N+](=O)[O-]	-0.5	-5	-1.0	0.5	-1.7	-3	0	-2	-8	-9	1
Cn1c(SCc2cc([N+](=O)[O-])cc3c2OCOC3)nnc1-c1ccccn1	-0.3	5	-1.0	3.2	0.1	2	48	-26	-2	-15	2
O=C(O)[C@H]1CCCC[C@H]1C(=O)NCCc1ccccc1	1.6	-8	-1.5	3.4	-0.1	3	-9	-11	1	2	2
COc1cc(S(=O)(=O)NCc2ccc3c(c2)OCO3)ccc1F	-0.8	-5	-0.2	3.2	-0.9	-1	13	2	-7	7	0
CC(=O)c1ccc(Oc2cnccn2)cc1	0.8	2	1.0	2.5	-0.3	-1	16	21	-3	-1	-5
CCN(CC)c1ccc(S(=O)(=O)N2CCOCC2)cc1NC(=O)CSc1nncs1	-0.1	3	-1.6	.	0.9	1	-7	-9	3	-7	4
O=C(NCC1CC1)c1onc(CSc2ccc(F)cc2)c1C(=O)NCC1CC1	-1.0	2	4.7	2.3	-0.8	-7	-3	-16	-5	-5	2
COc1ccc(-c2cc(C(=O)Nc3ccc(Br)cc3)no2)cc1	0.1	-3	-0.3	2.7	-0.1	-2	-3	16	-3	-9	-4
CCOC(=O)c1c(NC(C)=O)sc2c1CCCNC2=O	4.7	-1	1.3	2.4	-0.5	-6	-6	-13	-6	4	1
O=C(CCc1ccccc1)Nc1ccc(S(=O)(=O)N2CCCC2)cc1	0.1	2	4.9	5.5	5.3	-2	11	-2	-10	-3	1
O=S(=O)(CC(CN1CCCC1)N1CCCC1)c1ccc2ccccc2c1 (stereo not given)	-0.6	-9	3.2	2.3	0.0	-4	-24	10	-2	1	5
CC(C)Oc1cccc(C(=O)N/N=C/c2ccoc2)c1	0.8	1	.	4.0	.	-2	9	-7	0	7	0
C[C@H](NC(=O)C1(c2ccccc2)CCN(C(=O)[C@H]2CSCN2C(=O)OC(C)(C)C)CC1)C(=O)O	0.2	-6	-2.9	2.2	1.5	1	-12	14	-2	1	-1
Nc1ccc(N(c2ccccc2)c2ccc(N)cc2)cc1	-0.2	5	-0.7	2.0	-3.3	17	-4	-5	-1	5	-3
O=C(NC(=O)c1ccncc1)NC(c1ccccc1)c1ccccc1	-1.2	-2	-0.3	3.5	-0.2	2	113	2	4	0	1
CC(=O)c1ccc(NC(=O)CSc2nc(C)cc(C)c2C(N)=O)cc1	2.1	-5	1.3	4.2	0.9	-2	2	-9	-17	-9	9
CCOC(=O)Cc1csc(NC(=O)CCCCCN2C(=O)c3cccc4cccc(c34)C2=O)n1	-0.4	-6	-1.5	1.1	-0.8	-3	7	3	-1	-3	6
COCC1COS(=O)(=O)NC1(C)C (stereo not given)	1.6	0	4.9	1.7	-1.2	0	18	-9	-10	-8	2
COc1ccc(-c2cc(-c3ccc(Cl)cc3)n[nH]2)c(O)c1	0.4	7	-0.7	4.1	4.7	-5	74	-2	0	-7	0
CCC1(C)CC(C(N)=S)CCO1 (stereo not given)	0.6	1	3.5	1.7	1.4	-2	59	15	7	7	-5
Cc1ccc(-n2c(C)cc(C(=O)Cn3nc(C(=O)O)c4ccccc4c3=O)c2C)cc1	-2.1	3	-0.2	3.0	-1.5	0	.	0	-8	-5	0
COc1ccc(S(=O)(=O)N(C)CC(=O)N2CCN(c3ccccc3)CC2)cc1	0.4	-5	2.8	-0.2	1.8	-2	143	6	5	7	0
COc1ccc(-c2ccccc2NC(=O)C2CCCN(Cc3ccc(C)o3)C2)cc1 (stereo not given)	-0.3	0	4.4	-2.6	-1.9	-10	-26	-9	-4	-16	-1

Profiles, quoted from the list. Values in the order: CDK5 inh, Tat transport, AddAB inh, phage Ecoli inh, E coli growth, DAGLB inh, Mot1-301 SUMO, HTR5A inv ctr, PKA-R2B act, PKA-R1A act, HTR5A ag
Listed for CC(=O)Nc1ccc(C(=O)N/N=C/c2cc(Br)cc(Br)c2O)cc1 → -0.1, -4, 1.4, 6.1, -2.5, 2, 11, -7, -6, 7, 3
Listed for CCc1cccc(C)c1NC(=S)N(CCOC)C(C)c1ccco1 (stereo not given) → 1.3, 19, 2.3, 2.6, 2.5, -5, 218, 5, 0, -3, -2
Listed for COCC1COS(=O)(=O)NC1(C)C (stereo not given) → 1.6, 0, 4.9, 1.7, -1.2, 0, 18, -9, -10, -8, 2
Listed for CC(CC(=O)Nc1ccccc1)n1ccnc1 (stereo not given) → 2.1, 9, -4.5, 2.3, -0.1, -2, ., 16, -13, -14, -5
Listed for CCN(CC)c1ccc(S(=O)(=O)N2CCOCC2)cc1NC(=O)CSc1nncs1 → -0.1, 3, -1.6, ., 0.9, 1, -7, -9, 3, -7, 4

Compound activity from PubChem.
